# GAA inh = qHTS Assay for Inhibitors of Human alpha-Glucosidase as a Potential Chaperone Treatment of Pompe Disease | purified human GAA, 4-MU-alpha-glucoside fluorescence | Potency, µM (series often up to 76.9 µM), inactives show top-dose activity change, negative = inhibition, hits mostly inhibitors | 200,000 compounds, 0.005% hits | AID 1466, 2008;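 further: plate controls were uninhibited enzyme wells for no effect and no-enzyme background for full effect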
#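 Compounds are titrated up to 77 uM against 4 nM human enzyme. Substrate 4-methylumbelliferyl-alpha-D-pyranoside (400 uM) reacts 20 min at room temperature in pH 5.0 buffer; liberated 4-methylumbelliferone is read at 440 nm.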
# RGS12 GoLoco inh = qHTS Assay for Inhibitors of RGS12 GoLoco Motif Activity (Red Fluorophore); Guanine nucleotide-binding protein G(i) subunit alpha-1 (Homo sapiens), P63096; Gai1:RGS12 GoLoco peptide FP, rhodamine, 10 min; Potency, µM (titrated, usually from 61.6 µM), for inactives: at the top dose activity, negative = inhibition, actives largely listed as inhibitors; 230,000 compounds, 0.44% hits; active means well fitted inhibition curve with a large enough effect, not every such curve was filed as active; inactive means no such curve, though single readings can be large or run the other way; further: on the % scale 0 is the no-effect control and ±100 the full control effect; nearly all actives have a fitted effect of over 30% in size; many of its hits are not listed in these tables
# Target sequence (P63096 whole entry, looked up): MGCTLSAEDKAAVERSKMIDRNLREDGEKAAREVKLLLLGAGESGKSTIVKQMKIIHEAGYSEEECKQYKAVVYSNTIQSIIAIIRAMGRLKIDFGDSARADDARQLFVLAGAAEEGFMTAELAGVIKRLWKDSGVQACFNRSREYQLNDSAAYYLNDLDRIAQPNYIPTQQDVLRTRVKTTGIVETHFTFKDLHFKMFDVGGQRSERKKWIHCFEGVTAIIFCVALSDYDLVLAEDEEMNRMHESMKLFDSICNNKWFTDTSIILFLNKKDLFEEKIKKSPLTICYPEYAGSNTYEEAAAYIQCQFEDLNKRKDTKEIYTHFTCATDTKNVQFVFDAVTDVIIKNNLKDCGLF
# HTT ATP protect = qHTS Multiplex Assay to Identify Dual Action Probes in a Cell Model of Huntington: Cytoprotection (ATP) | Potency, µM (top dose mostly 56.4 µM), for the others: cytoprotection (ATP increase), usual class: activators | PC12 HTT-Q103 induced, cytoprotection, ATP luminescence, 40 h | 230,000 compounds, 0.14% hits;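 further: % of control where 0% means no effect; nearly all actives have a fitted effect of over 45% in size; toxic huntingtin expression switched on by the ecdysone agonist tebufenozide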
#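 ATP quantification (ATPlite) reports survival of PC12 cells in which tebufenozide, 100 nM final, switches on Htt exon 1 with 103 glutamines linked to GFP; compounds are titrated.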
# aGlu spleen mod = qHTS Assay for Inhibitors and Activators of Human alpha-Glucosidase From Spleen Homogenate. Lysosomal alpha-glucosidase (Homo sapiens), P10253. human spleen homogenate, 4-MU-alpha-glucoside fluorescence. Potency, µM (doses to about 79.9 µM), inactives show at the highest dose activity change, negative = inhibition, most hits filed as inhibitors. 240,000 compounds, 0.006% hits. AID 2112, 2009;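 further: 0% = enzyme with vehicle and -100% = no enzyme basal signal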
#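 AC50 values come from Hill-equation fits of concentration-response data, normalized to no-enzyme and full-activity controls. Enzyme source: 1 ug human spleen homogenate; 1 mM fluorogenic 4-MU glucoside, pH 5.0 citrate buffer, 37 C, 40 min.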
# HTT aggregate = qHTS Multiplex Assay to Identify Dual Action Probes in a Cell Model of Huntington: Aggregate Formation (GFP); PC12 HttQ103-GFP aggregates, Acumen cytometry, 40 h; Potency, µM (doses to about 46.1 µM), without a hit: at the highest dose activity change, negative = inhibition, usual class: inhibitors; 220,000 compounds, 1.1% hits; AID 1688, 2009; further: on the % scale 0 is the no-effect control and ±100 the full control effect; nearly all actives have a fitted effect of over 60% in size
#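 Compounds (qHTS titration) were added to PC12 cells expressing an ecdysone-driven HTT exon 1 Q103–GFP fusion after induction with 100 nM tebufenozide. Aggregate formation was measured as GFP objects in cell lysates.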
# GAA glycogen mod = qHTS Assay for Inhibitors and Activators of Human alpha-Glucosidase Cleavage of Glycogen; recombinant GAA, glycogen substrate, Amplex Red glucose oxidase fluorescence; Lysosomal alpha-glucosidase (Homo sapiens), P10253; 300,000 compounds, 0.38% hits; Potency, µM (doses to about 76.4 µM), inactives show at the top dose activity change, negative = inhibition, usual class: inhibitors; AID 2100, 2009;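 further: 0% = full enzyme reaction and -100% = no-enzyme basal signal; the screen sought inhibitors and activators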
#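 Recombinant human alpha-glucosidase (4 nM final) hydrolysed bovine liver glycogen (30 ug) for 40 min at 37 C in pH 5.0 citrate/phosphate with 0.01% Tween-20. Released glucose detected by glucose oxidase/Amplex Red, Ex 573/Em 610 nm. Compounds up to 77 uM; AC50 from Hill fits.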
# IMPase Li cell = qHTS Assay for Identifying the Cell-Membrane Permeable IMPase Inhibitors: Potentiation with Lithium | CHO-M1 cells, IP1 TR-FRET (IP-One), carbachol + lithium | Potency, µM (doses to about 59.4 µM), for inactives: top-dose activity, negative = IMPase inhibition, most hits filed as inhibitors | 210,000 compounds, 0.35% hits | AID 1457, 2008;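 further: IP1 builds up when IMPase is blocked and the TR-FRET signal falls; plate controls were basal vehicle for no effect and high inhibitor control for full effect; nearly all actives have a fitted effect of over 50% in size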
#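 CHO cells stably expressing M1 receptor (2000/well, cultured 16–30 h) treated 30 min at 37C with compound plus low lithium. Cytosolic IP1 by TR-FRET (665/620 ratio and 620 channel) after 10 min lysis; AC50 by Hill fit.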
# Numbers without * were called inactive; u = inconclusive; x = no result given; [ ] = remark or other dose. Unless noted, the call rests on the fitted dose curve; in most records, active means well fitted curve in the direction sought with a large enough effect; inconclusive means small, poorly fitted or top-dose-only effect, or another doubt; inactive means no such curve, though single readings can be large; an effect the other way counts as inactive or inconclusive. Potency means the concentration at half of the fitted maximal effect. This is a subset, so the mix of outcomes need not match the whole.
SMILES,GAA inh,RGS12 GoLoco inh,HTT ATP protect,aGlu spleen mod,HTT aggregate,GAA glycogen mod,IMPase Li cell
COc1ccccc1NC(=O)C/C(C)=N/NC(=O)COc1c(Br)cc(Br)cc1OC,-8%,6%,-34%[inhibitor],-20%,u,0%,2%
Cc1nc(COC(=O)c2ccc(CO)cc2)cs1,-1%,2%,-12%,3%,13%,-12%,-5%[38.3 µM]
CCCCN(CCCC)Cc1cc2ccccc2c2c1COC2,-7%,-4%,-16%,-5%,-10%,1%,53%[activator][38.3 µM]
O=C(/C=C/c1ccco1)Nc1ccc(Cl)c(S(=O)(=O)N2CCOCC2)c1,x,3%,19%[10 µM],2%,21%[9.22 µM],-3%,x
Cc1csc(=NC(=O)c2ccccc2)n1CCO,1%,8%,5%,1%,24%,-6%,28%[38.3 µM]
Cc1ccc(C(=O)CNc2ccc(Cl)cc2)cc1,-4%,-6%,-30%,7%,10%,u,-4%
CCCc1cc(=O)[nH]c(SCC(=O)C(C)(C)C)n1,u,2%,12%,3%,20%[9.22 µM],-3%,22%[38.3 µM]
CCC1CCCCN1C(=O)Nc1ccc(F)cc1 (stereo not drawn),-5%,-6%,1%[1.9 µM],-11%,11%,-2%,40%[activator][38.3 µM]
O=C1/C(=C/c2ccc(F)cc2)SC(=S)N1N1CCOCC1,x,1%,-17%[10 µM],-2%,-21%[9.22 µM],5%,x
COc1ccc(-c2nnc(NC(=O)c3cc(C)on3)s2)cc1,-9%,0%,-14%[10 µM],-1%,-8%,3%,-8%
Cc1cccc2[nH]c(-c3ccc(NC(=O)c4ccco4)cc3)nc12,-6%,8%,-67%[inhibitor][10 µM],-13%,11%,-1%,-19%[38.3 µM]
Cc1ccc(S(=O)(=O)N2CCOCC2)cc1NC(=O)COC(=O)c1ccc(OCc2c(C)noc2C)cc1,0%,18%,17%[10 µM],-3%,8%,3%,-2%
COC(=O)c1ccc(C)c(NS(=O)(=O)c2ccc(NC(C)=O)cc2)c1,3%,6%,-1%[10 µM],7%,4%,-12%,-12%[38.3 µM]
Cc1ccc(C(=O)C2=C(O)C(=O)N(CCCn3ccnc3)C2c2ccc(OC(C)C)cc2)o1 (stereo not drawn),-9%,8%,-12%[0.074 µM],2%,24%,5%,14µM*
O=C(Nc1ccc(Cl)cc1)N1CCOC12CCCCC2,-2%,5%,2%[10 µM],3%,-6%,10%,8%
Cc1nc2sc(-c3ccccc3)cc2c(=O)[nH]1,-7%,28%,-96%[inhibitor],2%,-16%,10%,25%[38.3 µM]
O=C(NC(=S)NNS(=O)(=O)c1ccc(Cl)cc1)c1cccnc1,u,5%,x,1%,x,u,-3%
COc1c(O)ccc2c1CN1CCc3cc4c(cc3C1C2)OCO4 (stereo not drawn),-7%[15.4 µM],-23%,13%[10 µM],4%,-9%[9.22 µM],u,x
COc1ccc(S(=O)(=O)NCc2ccc(C(=O)NCc3cccnc3)cc2)cc1,4%,4%,u,-4%,-1%,8%,2%
COc1ccc(OCc2nnc(SC(C)C(=O)Nc3nccs3)n2-c2ccccc2)cc1 (stereo not drawn),-3%,1%,-6%[0.074 µM],-17%,-12%,-1%,15%[38.3 µM]
CCOC(=O)C1=C(C)NC(=O)NC1c1ccccc1OCc1c(F)cccc1Cl (stereo not drawn),-5%,4%,0%,-5%,-9%,2%,16%[38.3 µM]
CCOCC(=O)Nc1cc(C(=O)OC)cc(C(=O)OC)c1,0%,-3%,19%[10 µM],-5%,-10%,7%,-1%
COc1ccc(/C=N/Nc2nc(Nc3ccccc3)nc(N3CCCC3)n2)cc1,-2%,1%,-36%[inhibitor],-4%,-23%,6%,12%
O=S(=O)(c1ccc(-c2ccccc2)cc1)N1CCCC1,u,11%,-14%[10 µM],3%,-6%,-8%,13%
CCOc1ccccc1N1CCN(C(=O)c2csc(C)c2CC)CC1,-1%,2%,x,-16%,5%,-12%,11%

# Molecules above with a thiophene ring, fused or not, in the order listed:
SMILES,GAA inh,RGS12 GoLoco inh,HTT ATP protect,aGlu spleen mod,HTT aggregate,GAA glycogen mod,IMPase Li cell
Cc1nc2sc(-c3ccccc3)cc2c(=O)[nH]1,-7%,28%,-96%[inhibitor],2%,-16%,10%,25%[38.3 µM]
CCOc1ccccc1N1CCN(C(=O)c2csc(C)c2CC)CC1,-1%,2%,x,-16%,5%,-12%,11%

# Following part
SMILES,GAA inh,RGS12 GoLoco inh,HTT ATP protect,aGlu spleen mod,HTT aggregate,GAA glycogen mod,IMPase Li cell
S=c1[nH]nc(-c2cc3ccccc3o2)n1Cc1ccccc1,-6%,3%,-8%[10 µM],-5%,10%,u,-9%
CCc1c(O)nc(SCC(=O)Nc2ccccc2)n(C(C)CC)c1=O (stereo not drawn),0%,8%,u,5%,-27%,3%,24%[38.3 µM]
Cc1ccc(S(=O)(=O)NCC(=O)OCC(=O)N2CCc3ccccc32)cc1,-6%,6%,8%[4.97 µM],-2%,22%,3%,5%[38.3 µM]
Cc1cc(C)nc(SCC(=O)N(C)C)n1,u,8%,13%,x,-5%,-1%,-17%
Cc1cccc(-n2ccnc2SCC(=O)Nc2nnc(C)s2)c1,-6%,-18%,-6%,2%,2%,4%,-1%[38.3 µM]
CCCNC(=O)COC(=O)c1ccccc1C(=O)N(C)C1CCCCC1,5%,0%,12%[10 µM],-2%,-12%,5%,-5%
Cc1noc(C)c1COc1ccc(C(=O)OCC(=O)OC(C)(C)C)cc1,-4%,-4%,17%,9%,16%,u,23%
COc1cc2[nH]c(=O)n(CCC(=O)N3CC=C(c4ccccc4)CC3)c(=O)c2cc1OC,-4%,1%,-3%,1%,3%,3%,19%[38.3 µM]
CC1=c2c(oc3cc(O)c(Nc4c(C)cc(O)cc4O)c(C)c23)=CC(=O)C1=Nc1c(C)cc(O)cc1O,x,3.2µM*,-3%[10 µM],x,x,x,46%[activator]
Cc1ccc(NC(=O)c2cc3c(s2)CCCC3)cc1,-6%,5%,-68%[inhibitor],4%,-1%,3%,0%
Cn1cc(C(=O)c2ccc(Cl)cc2Cl)cc1C(=O)N/N=C(\N)COc1ccc(Cl)cc1,x,7%,-13%[10 µM],7%,-15%[9.22 µM],8%,x
Cc1cccc2c1N(CCOc1ccccc1)C(=O)C2=O,2%,-5%,-20%,x,-6%,1%,-9%
Oc1ccc(/C=N/Nc2cc(N3CCCC3)nc(N3CCCC3)n2)cc1,-11%,-7%,-6%,-10%,19%,25µM*,20%[38.3 µM]
O=C(c1cc(COc2c(F)cccc2F)on1)N1CCC(c2ccncc2)CC1,9%,0%,-35%[inhibitor],9%,20µM*,-3%,28%
COc1ncc2nc(-c3cccc(C#N)c3)c(=O)n(CCC#N)c2n1,x,5%,-33%[inhibitor],2%,x,x,3%
O=C(O)CCS(=O)(=O)c1ccccc1Cl,-3%,1%,2%[10 µM],-5%,8%,0%,2%
COc1ccc(Cc2nnc(SCC(=O)NCC3CCCO3)o2)cc1 (stereo not drawn),-2%,0%,-6%[10 µM],-3%,-3%,-7%,10%[38.3 µM]
COC(=O)N/N=C/c1cc(Cl)cc(Cl)c1OCc1ccccc1,1%,4%,x,-3%,-13%,9%,6%
C#CCn1c(-c2ccccc2)ccc(C#N)c1=O,13%,2%,7%[10 µM],0%,-10%,-9%,11%
COc1ccc(C(O)P(=O)(OC(C)C)OC(C)C)cc1OC (stereo not drawn),1%,0%,-5%,-6%,27%,3%,7%[38.3 µM]
O=C1CC(c2cccs2)CC2=C1C(c1ccccc1)n1ncnc1N2 (stereo not drawn),u,-1%,-18%,0%,2%,2%,3%[38.3 µM]
CCCSc1nnc(NC(=O)c2sc3nc(-c4cccs4)ccc3c2N)s1,-9%,31%[activator],10%[10 µM],-6%,-8%,5%,u
O=C(Nc1ccc2c(c1)OCCO2)c1c(F)cccc1F,u,-4%,-36%,-17%,13%,4%,15%[38.3 µM]
CCCCn1c(SCc2ccc(C(=O)OC)o2)nc2cc(S(N)(=O)=O)ccc21,-15%,10%,-3%[10 µM],-2%,7%,-7%,5%[38.3 µM]
CC(C)Cc1nn2c(=O)cc(O)nc2s1,-4%,-7%,12%[10 µM],-1%,6%,12%,2%

# More compounds follow.
SMILES,GAA inh,RGS12 GoLoco inh,HTT ATP protect,aGlu spleen mod,HTT aggregate,GAA glycogen mod,IMPase Li cell
CC1CCN(S(=O)(=O)c2ccc3c(c2)oc(=O)n3CC(=O)NCc2ccc3c(c2)OCO3)CC1,-2%,1%,-2%,0%,8.9µM*,0%,11%[38.3 µM]
Oc1ccccc1N=Cc1ccc[nH]1,1%,9%,-2%[0.074 µM],4%,u,2.8µM*,19%[38.3 µM]
CCOC(=O)c1cnc2sccn2c1=O,-1%,4%,3%,-3%,0%,3%,-6%[38.3 µM]
O=C(O)CNc1nc(Cl)ccc1[N+](=O)[O-],6%,8%,-5%,-6%,-26%,-12%,-2%[38.3 µM]
Cn1c(=O)n(CC(=O)NCc2cccnc2)c2ccccc21,-5%,7%,13%[10 µM],-14%,-10%,-1%,5%[38.3 µM]
CCOC(=O)C1CCN(C(=O)Nc2ccc(Cl)cc2)CC1,3%,x,-16%,1%,10%,12%,x
CC(/C=N\Nc1nnc2c(n1)[nH]c1c(C)cccc12)=C\c1ccco1,-6%,1%,-71%[inhibitor],5%,u,0%,11%[38.3 µM]
CCc1cccc(CC)c1NC(=O)CN1CC(C)SC1=NC1CCCCC1 (stereo not drawn),-11%,7%,6%,-1%,9%,-15%,14%[38.3 µM]
CCOCCOc1nc2c(c(=O)n(C)c(=O)n2C)n1CCc1ccccc1,-5%,16%,-22%[10 µM],-5%,-13%,5%,13%

# Two of the compounds above, bar-delimited.
SMILES | GAA inh | RGS12 GoLoco inh | HTT ATP protect | aGlu spleen mod | HTT aggregate | GAA glycogen mod | IMPase Li cell
Cn1c(=O)n(CC(=O)NCc2cccnc2)c2ccccc21 | -5% | 7% | 13%[10 µM] | -14% | -10% | -1% | 5%[38.3 µM]
CCOC(=O)C1CCN(C(=O)Nc2ccc(Cl)cc2)CC1 | 3% | x | -16% | 1% | 10% | 12% | x

# Compound activity deposited in PubChem by National Center for Advancing Translational Sciences (NCATS).
